Screening results deposited in PubChem by several laboratories.
OX1R antag = blocks the human orexin 1 receptor | CHO/OX1R cells, Fluo-8 calcium fluorescence, orexin A | inhibition, % at 5 µM | 330,000 compounds, 0.43% hits;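 active = inhibition above its plate's threshold, mean inhibition of all tested compounds on the plate plus 3 SD, cut at about 37% in these data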;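 also: 0% = orexin A challenge wells and 100% = SB-334867-A antagonist wells; not every result past the cut was called active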
Target sequence (O43613 whole entry, looked up): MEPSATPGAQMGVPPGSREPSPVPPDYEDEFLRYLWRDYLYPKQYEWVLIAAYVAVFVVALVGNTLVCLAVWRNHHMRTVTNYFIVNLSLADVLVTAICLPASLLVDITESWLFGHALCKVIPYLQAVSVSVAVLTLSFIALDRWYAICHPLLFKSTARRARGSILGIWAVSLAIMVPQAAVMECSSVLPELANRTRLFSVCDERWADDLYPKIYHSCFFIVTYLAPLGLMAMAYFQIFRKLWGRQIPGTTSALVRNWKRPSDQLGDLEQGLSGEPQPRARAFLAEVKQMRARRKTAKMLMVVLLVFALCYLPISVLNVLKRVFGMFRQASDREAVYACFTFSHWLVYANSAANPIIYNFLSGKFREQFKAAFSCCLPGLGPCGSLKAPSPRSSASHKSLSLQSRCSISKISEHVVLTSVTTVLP
CHT allo act = human CHT allosteric activation; Q9GZV3; B-score at 10 µM; 310,000 compounds, 0.49% hits; CHT-expressing cells, membrane potential dye, choline EC20; active compounds read high; LV-AA mutant CHT in HEK293 cells;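 active = initial fluorescence not abnormally high and integrated response B-score, plate-corrected, over 3 SD above library mean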
Target sequence (Q9GZV3 whole entry, looked up): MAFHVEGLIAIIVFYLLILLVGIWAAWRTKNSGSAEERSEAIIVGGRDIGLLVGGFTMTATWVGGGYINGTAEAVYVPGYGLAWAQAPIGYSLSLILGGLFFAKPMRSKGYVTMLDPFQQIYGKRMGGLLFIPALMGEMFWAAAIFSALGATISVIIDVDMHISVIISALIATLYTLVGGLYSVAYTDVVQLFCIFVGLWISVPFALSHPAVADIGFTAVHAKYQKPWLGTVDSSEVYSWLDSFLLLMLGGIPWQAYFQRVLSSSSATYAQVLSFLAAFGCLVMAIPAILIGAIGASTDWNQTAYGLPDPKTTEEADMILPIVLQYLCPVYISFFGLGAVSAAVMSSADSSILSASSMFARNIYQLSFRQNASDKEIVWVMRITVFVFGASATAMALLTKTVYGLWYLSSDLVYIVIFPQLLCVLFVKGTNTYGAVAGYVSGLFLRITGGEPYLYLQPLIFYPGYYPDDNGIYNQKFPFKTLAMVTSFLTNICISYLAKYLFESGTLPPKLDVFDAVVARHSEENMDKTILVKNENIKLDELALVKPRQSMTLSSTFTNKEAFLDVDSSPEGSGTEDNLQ
* = called active by the depositor; i = inactive; x = not tested or not shown.

| structure | OX1R antag | CHT allo act |
| --- | --- | --- |
| O=C(CSc1ncn[nH]1)N1N=C2/C(=C/c3ccco3)CCCC2C1c1ccco1 (stereo not given) | -26.1 | i |
| Cc1nn(C)c(C(=O)N2CCc3ccccc32)c1Cl | -18.4 | i |
| CC(=O)Nc1ccc(SC[C@H](Cc2ccccc2)N2CC[C@@H](C)CCC2=O)cc1 | -24.3 | x |
| COc1cc(CNCCO)cc(Br)c1OCc1cccs1 | -10.6 | i |
| CCOc1ccc(-c2nc(C)sc2CC(=O)O)cc1 | -1.1 | i |
| CCOc1cc(C2NN=C(c3ccccc3)S2)ccc1OCc1ccc(F)cc1 (stereo not given) | -25.7 | i |
| O=C(c1ccc2c3c(cccc13)CC2)C1CCCN(C(=O)c2cccnc2)C1 (stereo not given) | -11.5 | i |
| CC(OC(=O)COc1ccccc1[N+](=O)[O-])C(=O)Nc1ccc(N2CCOCC2)cc1 (stereo not given) | 0.7 | i |
| O=C1C=C(c2cccc(Br)c2)C[C@@H](c2ccc(Cl)cc2)C1 | -18.6 | x |
| COc1cc2c(cc1OC)C(=O)N1[C@H]3c4cc(Cl)ccc4OC[C@@H]3[C@H](c3ccccc3)[C@]1(C)C(=O)N2 | -10.4 | i |
| CCn1cc(C(=O)N2CCCC2)c(=O)c2cc(S(=O)(=O)N3CCOCC3)ccc21 | -6.0 | i |
| c1ccc(CNc2c3c(nc4ncnn24)CCC3)cc1 | -17.1 | i |
| Cc1cc(C)cc(N(CCC#N)C(=O)CN2C(=O)NC3(CCCC3)C2=O)c1 | -13.9 | i |
| Cc1ccc(-n2ncc3c(NCCCN4CCCC4=O)ncnc32)c(C)c1 | 3.1 | i |
| CCC(C)NC(=O)c1[nH]c(C)c(C(=O)OC)c1C (stereo not given) | -15.4 | i |
| Cc1cccc(N2CCN(C(=O)CCn3c(=S)[nH]c4cc5c(cc4c3=O)OCO5)CC2C)c1 (stereo not given) | -32.7 | i |
| CCOC(=O)CC(=O)CSc1nc(-c2cccnc2)cc(C)c1C#N | 3.6 | i |
| O=C(Cn1c(-c2cscn2)nc2ccccc21)Nc1cc(F)ccc1F | -29.0 | i |
| CCc1cc2cccc(C)c2nc1SCC(=O)Nc1cc(C)on1 | -10.5 | i |
| CC(Sc1nnc(-c2cccnc2)n1N)C(=O)N1CCOCC1 (stereo not given) | -5.5 | i |
| O=C(NCCCN1CCOCC1)C(=O)NCCc1ccccc1 | -2.6 | i |
| COc1cccc(CNc2ccccc2O)c1OCc1ccccc1F | -23.6 | i |
| CN(C)C(=O)Cn1c(SCC(=O)N2CCCc3ccccc32)nc2ccccc21 | -4.8 | i |
| COc1cccc(NC(=O)Cc2c(C(=O)O)[nH]c3ccccc23)c1 | -12.7 | i |
| COc1ccc(S(=O)(=O)N2CCN(C3CCCC(C)C3)CC2)cc1 (stereo not given) | -19.9 | i |
| CCOC(=O)C1CCN(c2cc3c(cc2NC(=O)c2ccccc2)n(C)c(=O)n3C)CC1 | -36.5 | i |
| C[C@H](CO)N1C[C@H](C)[C@@H](CN(C)Cc2ccc(Oc3ccccc3)cc2)Oc2c(NC(=O)c3ccncc3)cccc2C1=O | 5.3 | x |
| O=C(CC(c1ccccc1)c1ccccc1)NCCOCc1ccccc1 | -42.5 | i |
| O=C1c2ccccc2C(=O)N1CC#CCN1CCN(C2CCCCC2)CC1 | -22.9 | i |
| CONC(=O)c1cc(OCC(F)(F)F)ccc1OCC(F)(F)F | -12.1 | i |
| CC(C)N(CC#CC(O)(c1ccccc1)c1ccccc1)CCO | -21.3 | i |
| COCCOC(=O)c1c(NC(=O)CSc2cccc[n+]2[O-])sc(C(N)=O)c1C | -2.8 | i |
| CCc1ccc(N2C(=O)C3ON(c4ccccc4)C(c4ccco4)C3C2=O)cc1 (stereo not given) | 0.8 | i |
| O=C(O)c1cccc(Nc2c3ccccc3nc3ccccc23)c1 | -11.0 | i |
| C=CCn1cc(C(=O)OC)c(=O)c2cc(S(=O)(=O)N3CCC(C)CC3)ccc21 | -18.8 | i |
| CC(=O)c1ccc(NC(=O)COC(=O)CC2CC3CCC2C3)cc1 (stereo not given) | -13.6 | x |
| CCOC(=O)CSc1nc(C)cc(C)c1C(N)=O | -16.3 | i |
| COCc1[nH]nc2c1C(C1C=CCCC1)C(C#N)=C(N)O2 (stereo not given) | 0.2 | i |
| Cc1sccc1/C=N/NC(=O)c1cccc2ccccc12 | -16.4 | i |
| Cc1c(C)n(C)c2ccc(C(=O)NCCCN3CCCCC3)cc12 | -12.1 | i |
| O=C(CNC(=O)C1COc2ccccc2O1)N/N=C/c1ccc(O)cc1O (stereo not given) | -0.6 | i |
| O=C(CSc1ccc(-c2ccccn2)nn1)Nc1ccc(F)c(F)c1 | -21.7 | i |
| COc1ccc(CNC(=O)CCNS(=O)(=O)c2cccc3nsnc23)cc1 | -14.8 | i |
| CNC(=O)N(O)C1N(/N=C/c2ccccc2O)C(=S)SC1(C)C (stereo not given) | -14.9 | i |
| CC1(C)CC(=O)C=C(Nc2ccccc2C#N)C1 | -8.1 | i |
| COCCCNC(=O)[C@H](Cc1c[nH]c2ccccc12)NC(=O)OCc1ccccc1 | -27.6 | i |
| CSCCC(NS(=O)(=O)c1ccc(Cl)cc1)C(=O)OCC(=O)c1c(C)[nH]c2ccccc12 (stereo not given) | 79.4* | i |
| CCOC(=O)CC(=O)CSc1nc2sc(C)cc2c(=O)n1Cc1ccco1 | -11.4 | i |
| CCc1[nH]nc(C(=O)N2CCCC(N3CCN(c4ccccc4C)CC3)C2)c1C (stereo not given) | -29.8 | i |
| COC(=O)c1cc(OC)c(OC)c(OC)c1[N+](=O)[O-] | -15.8 | i |

(next part)
| structure | OX1R antag | CHT allo act |
| --- | --- | --- |
| Cc1ccc(S(=O)(=O)N2CCN(C(=O)CSC(=S)N3CCCC3)CC2)c(C)c1 | 2.7 | x |
| COC(=O)c1cc(C(=O)OCC(=O)Nc2ccc(N3CCOCC3)cc2)cc([N+](=O)[O-])c1 | -15.3 | x |
| COC(=O)c1ccc(CSc2ncnc3c2sc2nc(N4CCOCC4)c4c(c23)CCCC4)o1 | -33.1 | i |
| COc1ccc(CCC(=O)OCC(=O)Nc2ccc(OC)c(OC)c2)cc1OC | -10.6 | i |
| COc1cc(C(=O)CSc2nnc(-c3ccc(O)cc3)n2CC2CCCO2)ccc1NC(C)=O (stereo not given) | -10.8 | i |
| CCc1nnc(NC(=O)CSc2nnc(-c3ccoc3C)n2CC(C)C)s1 | -3.2 | i |
| O=C1CCc2cc(S(=O)(=O)NC(C(=O)NCc3cccnc3)c3ccccc3)ccc2N1 (stereo not given) | -2.1 | i |
| O=C(c1cccc(Cl)c1)N1CCn2c1nc1ccccc12 | -6.3 | i |
| O=C(NC1CCNCC1)C1CCCCC1 | -8.0 | i |
| Cc1cccn2cc(-c3ccc(F)cc3)cc12 | -9.3 | i |
| COc1ccc(N2CCN(C(=O)CC34CC5CC(CC(C5)C3)C4)CC2)c([N+](=O)[O-])c1 | -30.5 | i |
| Cc1ccc(S(=O)(=O)NC(C)C(=O)N2CCOCCOCCOCCOCC2)cc1 (stereo not given) | -24.9 | i |
| CC(C)(C)[C@H]1COC(=O)CCC/C=C/C[C@H](CC(=O)NCCO)C(=O)N1 | -2.3 | x |
| CC(C)CN1C(=O)c2ccc(C(=O)NCc3ccccn3)cc2C1=O | -20.3 | i |
| CC1(OC(=O)CCc2ccccc2)C(=O)C=C2C=C(c3ccsc3)OC=C2C1=O (stereo not given) | -13.0 | i |
| COc1ccccc1C(=O)Nc1ccc(C(=O)c2ccccc2)cc1 | -6.2 | i |
| CCOc1cc(C2CC(=O)c3c(ccc4ccccc34)N2)ccc1O (stereo not given) | -6.6 | i |
| O=C1c2ccccc2C2=Nc3ccccc3SC(c3ccc(Cl)cc3)C12 (stereo not given) | -20.2 | i |
| CCN(CCNCC(O)COc1ccccc1C(C)C)c1cccc(C)c1 (stereo not given) | -5.0 | i |
| Cc1ccc(CNS(=O)(=O)c2c(C(=O)N3CCCCC3)c(C)n(C)c2C)o1 | -9.8 | i |
| O=C(CN(Cc1ccc(F)cc1)C(=O)CCC(=O)Nc1ccccn1)NCCc1ccccc1 | -27.6 | i |
| Cn1c(C(=O)N[C@@H](C(=O)O)c2ccccc2)cc2cc(Cl)ccc21 | -2.0 | i |
| Cc1cc(C(=O)OCC(=O)Nc2ccccc2F)c(C)o1 | -9.6 | i |
| Cc1c(Cl)cccc1-n1ccnc1SCC(=O)O | -10.9 | i |
| Cc1ccsc1C(=O)OCC(=O)N1CCN(C(=O)c2ccco2)CC1 | -10.8 | i |

Compound profiles, from the list above.
Listed for COC(=O)c1ccc(CSc2ncnc3c2sc2nc(N4CCOCC4)c4c(c23)CCCC4)o1 → OX1R antag: -33.1; CHT allo act: i
Listed for O=C1c2ccccc2C2=Nc3ccccc3SC(c3ccc(Cl)cc3)C12 (stereo not given) → OX1R antag: -20.2; CHT allo act: i

(listing goes on)
| structure | OX1R antag | CHT allo act |
| --- | --- | --- |
| O=C(OC1CCOC1=O)c1cc(Cl)ccc1[N+](=O)[O-] (stereo not given) | -10.2 | i |
| COc1cccc(CNC(=O)[C@H](CC(C)C)NC(=O)N2CCn3c2nc2ccccc23)c1 | -17.2 | i |
| O=C(NC1CCN(S(=O)(=O)c2ccccc2F)CC1)c1cccnc1 | -5.9 | i |
| COc1cccc(N2CCN(C(=O)c3ccc4nc[nH]c4c3)CC2)c1 | -12.6 | i |
| O=C1CCCc2c1cc(C(=O)NCc1ccco1)c(=O)n2-c1ccc(Cl)cc1 | -14.7 | i |
| Cc1cccc(Cn2cnc3c(nnn3Cc3ccccc3F)c2=O)c1 | 16.8 | i |
| O=C(Cn1ncc(N2CCOCC2)c(Br)c1=O)c1ccc(Cl)cc1 | -15.8 | i |
| O=C(N/N=C/c1cccc2ccccc12)C(=O)N1CCCC1 | -16.5 | i |
| CC(C)C(=O)Nc1c(-c2cccc(Cl)c2)c(=O)c2ccccc2n1C | -20.2 | i |
| O=C(COC(=O)c1ccccc1Br)NCCC1=CCCCC1 | -20.9 | i |
| CCCCn1c(C)nc2c(=O)n(C)c(=O)[nH]c21 | 1.4 | i |
| Cc1c(NC(=O)C(C)OC(=O)c2ncc(Cl)c(Cl)c2Cl)c(=O)n(-c2ccccc2)n1C (stereo not given) | -11.4 | i |
| Cc1ccc(C(=O)N2CCSC2=S)cc1 | -5.0 | i |
| O=C(O)CCCC(=O)N1N=C(c2c(-c3ccccc3)c3cc(Cl)ccc3[nH]c2=O)CC1c1cccs1 (stereo not given) | -15.5 | i |
| Cc1nnc(N/N=C\c2ccc(-c3cccc(C(=O)O)c3)o2)n1N | -0.8 | i |
| CC(C)(C)NC(=O)CSc1nnc(SCC(=O)NC(C)(C)C)s1 | -21.3 | i |
| CC1CCCN(CC(O)COCC2COc3ccccc3O2)C1 (stereo not given) | -16.0 | i |
| O=C(COC(=O)COc1ccc(Cl)cc1)NC1CC1 | 6.5 | x |
| O=C(N/N=C/c1ccccc1)c1ccc(NC(=O)c2ccc(F)cc2)cc1 | -14.8 | i |
| CCc1nn2c(=O)cc(COC(=O)c3cc(Cl)c(OC)c(OC)c3)nc2s1 | -27.7 | x |
| Cc1cc(N)ccc1NC(=O)c1ccccc1 | -12.1 | i |
| Cn1c(=O)[nH]c(=O)c2c1nc1n2CCCN1CCc1ccccc1 | 0.6 | i |
| O=C1OC[C@@H]2CCCN2C(=O)[C@H](CC(=O)N(CCO)Cc2ccccc2)C/C=C\CC[C@H]1Cc1ccc(F)cc1 | -32.6 | x |
| CCOC(=O)c1ccccc1NC(=O)c1cccc(F)c1 | -10.3 | i |
| C=CC[n+]1c(-c2ccc(C)cc2)csc1NNC(=O)Nc1ccccc1 | -38.1 | i |
| CCN(c1ccc(NC(=O)COC(=O)/C=C/c2ccco2)cc1)C(C)C | -17.3 | x |
| Cc1ccc(C(C)C)cc1OCC(=O)Nc1ccc(N2CCCCC2)cc1 | -34.3 | i |
| NS(=O)(=O)c1ccc(CCNC(=O)CN2CCN(c3ccccc3F)CC2)cc1 | -15.0 | i |
| Cc1cc(C)c(S(=O)(=O)N2CCC(C(N)=O)CC2)cc1C | -2.8 | i |
| COc1ccc(C2C(C(C)=O)=C(O)C(=O)N2C)c(OC)c1 (stereo not given) | -4.8 | i |
| O=C(NC1CCCCC1)C(c1ccco1)N(Cc1cccnc1)C(=O)C1COc2ccccc2O1 (stereo not given) | -17.7 | i |
| Cc1cc(=O)n2nc(N3CCCC(C(=O)NCc4cccc(Cl)c4)C3)sc2n1 (stereo not given) | -44.1 | i |
| CCO[C@@H]1OC(C(=O)N2CCN(Cc3ccccc3)CC2)=C[C@H](c2coc3ccccc3c2=O)[C@H]1CCCO | -26.8 | i |
| C=C(C)CSc1nc2ncc(Cl)cc2[nH]1 | -0.5 | i |
| CNS(=O)(=O)c1cc(S(=O)(=O)NC)c2cccc3c2c1NC3=O | -4.6 | i |
| CC(=O)Nc1ccc(NC(=O)c2cc(-n3cnnc3)ccc2Cl)cc1 | -9.0 | i |
| O=C(O)CC(C(=O)O)c1cn(Cc2ccccc2)c2ccccc12 (stereo not given) | -29.1 | i |
| c1nc(COc2nsnc2N2CCOCC2)cs1 | -10.4 | i |
| O=C(COC(=O)c1ccc(Cl)c(S(=O)(=O)N2CCCCC2)c1)NCc1ccco1 | -16.7 | i |
| CCNC(=S)N/N=C/c1ccco1 | -10.1 | i |
| O=C1C(=O)N(CCN2CCOCC2)C(c2ccc(Cl)cc2)/C1=C(/O)c1ccc(S(=O)(=O)N2CCOCC2)cc1 (stereo not given) | -13.4 | i |
| O=C(Nc1ncc([N+](=O)[O-])s1)C1CC(=O)N(c2ccc(F)cc2)C1 (stereo not given) | -17.4 | i |
| Cc1ccc(-n2nc(C)c3c(C)c(CCC(=O)NCc4ccccc4)c(C)nc32)cc1 | -27.7 | i |
| COc1cccc(N2CC(C(=O)Nc3nnc(SCC(=O)NCc4ccco4)s3)CC2=O)c1 (stereo not given) | -11.0 | i |
